Screening results: PubChem BioAssay, several laboratories
KCNK3 inh – human KCNK3 channel inhibition, primary screen; AID 602410; 0.84% of 340,000 active; B-score at 10 µM; O14649; CHO-KCNK3 thallium flux, FluxOR fluorescence; active compounds read low;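 active = B-score under library mean minus 4 SD, starting fluorescence ratio at most library mean plus 5 SD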;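 also: more negative B-score means stronger inhibition of thallium flux through KCNK3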
hERG rescue – hERG (human) protection from proarrhythmic block. Q12809. CHO-hERG, FluxOR thallium flux, dofetilide IC70 present. activation (rescue from dofetilide block), less the hit threshold, % at 10 µM. 0.51% of 310,000 active. AID 1511;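 active = activation above the mean of controls blocked by dofetilide plus 5 SD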;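 also: thallium influx through hERG after potassium depolarization seen as dye fluorescence rise; in these data hits start at about 4.7%; inactives centre near -7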
RGS4 inh – human RGS4 inhibition; HEK293 M3R/RGS4 inducible, Fluo-4 calcium flux; active compounds read high; triggered by carbachol at its EC20; AID 463165; P49798; 0.45% of 310,000 active; B-score at 10 µM;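 active = B-score, a plate-corrected calcium signal, over three deviations above library mean, with baseline fluorescence within five deviations of library mean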;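 also: RGS4 expression induced by doxycycline in cells with stable M3 receptor; B-score is computed from the integrated fluorescence ratio over baseline after carbachol; higher B-score means a larger calcium signal and so more RGS4 inhibition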
Target sequence (P49798 whole entry, looked up): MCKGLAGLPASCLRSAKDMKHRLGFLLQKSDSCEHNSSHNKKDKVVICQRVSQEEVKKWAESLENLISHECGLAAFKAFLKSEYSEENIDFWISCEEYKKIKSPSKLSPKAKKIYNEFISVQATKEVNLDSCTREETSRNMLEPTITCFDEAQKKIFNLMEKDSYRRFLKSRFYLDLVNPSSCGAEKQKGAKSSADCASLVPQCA
KCNK9 block – blocks the human KCNK9 two-pore domain potassium channel; Q9NPC2; HEK293 KCNK9, FluxOR thallium flux fluorescence; active compounds read low; B-score at 10 µM; 1.2% of 310,000 active; AID 488922;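 active = ratio B-score over 3 SD below the library mean, with starting fluorescence within 5 SD of its mean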;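 also: negative B-score means less thallium flux so channel inhibition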
Target sequence (Q9NPC2 whole entry, looked up, the tested form may be a part): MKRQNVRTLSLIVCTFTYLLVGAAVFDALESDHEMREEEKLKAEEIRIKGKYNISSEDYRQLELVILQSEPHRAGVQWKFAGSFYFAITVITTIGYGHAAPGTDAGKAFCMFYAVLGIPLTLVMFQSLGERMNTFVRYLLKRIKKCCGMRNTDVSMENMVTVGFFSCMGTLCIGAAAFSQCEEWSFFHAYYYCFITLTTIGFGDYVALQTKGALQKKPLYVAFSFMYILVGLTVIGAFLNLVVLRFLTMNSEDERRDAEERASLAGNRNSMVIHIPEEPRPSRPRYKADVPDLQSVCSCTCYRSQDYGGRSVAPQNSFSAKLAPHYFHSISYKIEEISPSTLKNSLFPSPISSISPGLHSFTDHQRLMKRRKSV
DYRK1A inh – inhibitors of rat Dyrk1A kinase; inhibition, % at 12.5 µM; ADP-Glo luminescence, NFATc1 peptide; 0.43% of 310,000 active; Q63470; in the data active = inhibition above about 50%;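 also: plate controls were vehicle with enzyme for no effect and no enzyme for full effect; many of its hits are not listed in these tables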
KCNQ1 act – human KCNQ1 channel potentiation or activation. B-score at 10 µM. AID 2648. P51787. CHO-K1 KCNQ1, thallium flux FluxOR fluorescence; active compounds read high. 0.35% of 310,000 active;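 active = fluorescence ratio B-score, a plate-corrected score, at least three library SD, with initial intensity B-score within 5 SD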
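Assay system: CHO-K1 cells stably expressing KCNQ1; Medium: assay buffer with matched DMSO; Also added: K+/Tl+ depolarizing stimulus; Dosing: single dose; Timing: dye 90 min, compound 20 min, room temperature; Measured by: kinetic FluxOR thallium fluorescence, 10-s 1-Hz baseline, 110-s post-stimulus read; Read-out: peak-minus-minimum fluorescence over initial fluorescence, negative-control normalized, B-scored.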
GSK3 alpha inh – human GSK-3 alpha kinase inhibition; P49840; ADP-Glo luminescence, 60 min; inhibition, % at 10 µM; 0.1% of 320,000 active;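 in the data active = inhibition above about 50%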;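 also: GST-tagged GSK-3 alpha with peptide substrate and 25 µM ATP; 0% = DMSO neutral wells and 100% = GW8510 positive control wells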
KCNQ1 block – inhibitors of human KCNQ1 potassium channel. CHO-K1 KCNQ1, FluxOR thallium flux fluorescence; active compounds read high. B-score at 10 µM. P51787. 1.3% of 310,000 active;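 active = compounds whose thallium flux B-score, printed positive for inhibition, exceeds three library SD while starting fluorescence stays within three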;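 also: channel opened by potassium depolarization with thallium stimulus after 20 min compound exposure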
GSK3beta inhib – human GSK3beta kinase inhibition. GST-GSK3beta kinase, ADP-Glo luminescence, 60 min; active compounds read low. 0.038% of 300,000 active. P49841. activity score (negative = inhibition), % at 10 µM;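 active = more than half of replicate wells score below -50%, meaning over 50% inhibition versus plate controls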;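 also: 0% = median DMSO wells and -100% = median GW8510 positive control wells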
Target sequence (P49841 whole entry, looked up): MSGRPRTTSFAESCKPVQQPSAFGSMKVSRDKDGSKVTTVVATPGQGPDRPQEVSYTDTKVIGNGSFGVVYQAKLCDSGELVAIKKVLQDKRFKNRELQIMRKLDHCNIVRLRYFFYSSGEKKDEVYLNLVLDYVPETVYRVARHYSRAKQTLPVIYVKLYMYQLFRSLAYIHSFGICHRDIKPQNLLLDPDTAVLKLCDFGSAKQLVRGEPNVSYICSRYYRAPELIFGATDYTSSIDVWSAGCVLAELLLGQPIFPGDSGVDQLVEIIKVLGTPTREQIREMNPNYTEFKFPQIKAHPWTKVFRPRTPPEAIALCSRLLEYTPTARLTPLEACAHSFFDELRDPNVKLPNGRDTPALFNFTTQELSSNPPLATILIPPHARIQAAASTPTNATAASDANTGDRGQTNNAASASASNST
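Test system: GST-tagged human GSK3beta kinase, cell-free; evaluation: activity score scaled between in-plate DMSO and GW8510 controls; measured by: ADP-Glo luminescence; incubation: 60 min reaction, RT; benchmarks: DMSO and 20 µM GW8510; reagent: peptide substrate plus 25 µM ATP (final); medium: Tris/MgCl2 kinase buffer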
RGS4 pot – potentiators or activators of RGS4 | B-score at 10 µM | HEK293 M3R/inducible RGS4, carbachol calcium flux Fluo4; active compounds read low | 0.92% of 310,000 active;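 active = B-score of the integrated calcium signal more than 4 SD below the library mean, with starting fluorescence not abnormally high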;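 also: negative B-score means reduced calcium response which marks RGS4 activation or potentiation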
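Material: M3R-expressing HEK293 line, RGS4 induced by doxycycline | Schedule: Overnight RGS4 induction, 30 min dye load 37 °C, 20 min compound RT | Measured by: Fluo4 fluorescence kinetic imaging of calcium | Read-out: Integrated calcium ratio converted to B score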
PolyA inhibitor – inhibitors of polyadenylation in S. cerevisiae; 0.02% of 300,000 active; calls only at 12 µM; S. cerevisiae SKY197-pL101 polyadenylation reporter, beta-gal luminescence; efflux-impaired pdr1/pdr3 knockout yeast; score 100 = 6 SD above DMSO;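 active = lowest replicate activity score at least 50, where 100 means six control SD above control mean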;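 also: yeast exposed to compound for 9 h at 30 °C; higher score means more reporter readthrough which indicates perturbed polyadenylation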
* = called active by the depositor; i = inactive; · = no result given. The list is partial; count on the stated rates, not on these rows.

SMILES	KCNK3 inh	hERG rescue	RGS4 inh	KCNK9 block	DYRK1A inh	KCNQ1 act	GSK3 alpha inh	KCNQ1 block	GSK3beta inhib	RGS4 pot	PolyA inhibitor
COc1ccc(CN2C(=O)C(C)=C(C)C2OC)cc1 (stereo not given)	i	-9	i	i	4	i	-1	i	-20	i	i
COc1ccccc1C(=O)NCCC(=O)N1CCCCC1	i	-9	i	i	-7	i	-1	i	0	i	i
CCn1ncc([N+](=O)[O-])c1C(=O)n1nc(C)cc1C	i	-2	i	i	-3	i	0	i	3	i	i
COc1ccccc1/C=C/C(=O)Nc1ccc(N2CCOCC2)cc1	i	-9	i	i	·	i	·	i	·	i	i
Cc1onc(-c2ccccc2Cl)c1C(=O)Nc1cccc(S(=O)(=O)NC2=NCCC2)c1	i	-10	i	i	-9	i	-3	i	-3	i	i
CC(C)c1nnc(NC(=O)c2cccc(NC(=O)C(F)(F)F)c2)s1	i	-8	i	i	2	i	-3	i	-1	i	i
CCOC(=O)N1CCN(C(=S)NC)CC1	i	-6	i	i	10	i	0	i	1	i	i
COc1ccc(C2C3=C(N=C4SCC(=O)N42)c2ccccc2CC3)cc1 (stereo not given)	i	-9	i	i	12	i	0	i	-2	i	i
Cc1nn(C(=O)c2ccco2)c(C)c1Sc1ccc(Cl)cc1	i	-9	i	i	-4	i	-1	i	2	i	i
O=C(Nc1ccc(-c2nc3cccnc3s2)cc1)c1ccc(Cl)nc1	i	-9	i	i	7	i	-2	i	-1	i	i
CC(=O)N1CCN(Cc2ccc(Br)s2)CC1	i	-9	i	i	2	i	-1	i	3	i	i
COCCCNC(=O)c1ccc(-c2nc3ccccc3nc2-c2ccccc2)cc1	i	-19	i	i	·	i	3	i	1	i	i
CCC(C)Sc1nnc(CNS(=O)(=O)c2ccc(F)cc2)n1C (stereo not given)	i	-9	i	i	-3	i	-1	i	-1	i	i
O=C1CC(N2CCN(c3ccc(C(=O)c4ccc(F)cc4)cc3)CC2)C(=O)N1 (stereo not given)	i	-16	i	i	9	i	1	i	1	i	i
O=C(NNC(=O)C1CCN(Cc2ccc(Cl)c(Cl)c2)CC1)c1cccs1	i	-9	i	i	0	i	2	i	3	i	i
COc1ccc2[nH]c(=O)c(CN(Cc3cccs3)Cc3nnnn3Cc3ccccc3)cc2c1	i	-14	i	i	3	i	2	i	-5	i	i
COc1ccc(C2NC(=O)c3sc(=S)n(-c4ccccc4)c3N2)cc1 (stereo not given)	i	-4	i	i	1	i	12	i	-2	i	i
O=C(COC(=O)c1c2c(nc3ccccc13)/C(=C/c1ccco1)CC2)NC1CCCC1	i	-7	i	i	4	i	·	i	0	i	i
Cc1ccc(NC(=O)c2ccc(NS(=O)(=O)c3c(C)noc3C)cc2)cc1C	i	-6	i	i	4	i	-9	i	1	i	i
C=CCn1cnc2c(nnn2Cc2ccc(F)cc2)c1=O	i	-4	i	i	4	i	0	i	2	i	i
Cc1ccc(NC(=O)CN(C)C2CCCCC2)cc1Cl	i	-2	i	i	·	i	9	i	1	i	i
COCC(N)(c1ccccc1)c1nc2ccccc2n1C (stereo not given)	i	-4	i	i	-3	i	0	i	1	i	i
COc1cc(-c2ccc3c(=O)c4ccccc4n(C)c3c2)cc(OC)c1OC	i	-8	i	i	2	i	-2	i	2	i	i
COc1cccc(-n2cnc3sc4c(c3c2=O)CCC4)c1	i	-17	i	i	·	i	-2	i	2	i	i
O=C(O)[C@H](CO)Nc1ncnc2sc3c(c12)CCC3	i	-2	i	i	3	i	·	i	1	i	i
Cc1ccc(N/C=C/C(=O)c2cccs2)cc1	i	2	i	i	2	i	1	i	1	i	i
Cc1ccc(C)c(SCC(=O)NC(=O)Nc2ccc3c(c2)OCCO3)c1	i	-8	i	i	1	i	0	i	-7	i	i
CN(C)S(=O)(=O)c1cccc(COC(=O)c2ccc3c(c2)OCO3)c1	i	-11	i	i	-1	i	-2	i	-3	i	i
O=C(c1ccc2c(=O)n(-c3ccccc3)c(=S)[nH]c2c1)N1CCCCC1	i	-36	i	i	4	i	1	i	-4	i	i
Cc1nn2c(NCCOCCO)c3c(nc2c1-c1ccccc1)CCC3	i	-4	i	i	-1	i	-2	i	3	i	i
COc1ccc(CNC(=O)C(CCSC)NC(=O)c2ccco2)cc1 (stereo not given)	i	-6	i	i	5	i	-2	i	0	i	i
CC1CCN(c2nc(-c3cccnc3)nc3scc(-c4ccccc4)c23)CC1	i	-10	i	i	0	i	-3	i	-3	i	i
Cc1noc(C)c1CCC(=O)N1CCCC(N2CCN(c3ccc(F)cc3)CC2)C1 (stereo not given)	i	-7	i	i	-6	i	1	i	4	i	i
COc1cccc(OCC(O)CNC(C)c2ccccc2)c1 (stereo not given)	i	-2	i	i	-2	i	2	i	-2	i	i
O=C(NCc1ccco1)C1CC(c2ccccc2C(F)(F)F)=NO1 (stereo not given)	i	-9	i	i	3	i	1	i	0	i	i
COc1cc(NC(=O)c2ccc(Cl)cc2Cl)ccc1-c1cc2ccccc2oc1=O	i	-9	i	i	-6	i	-2	i	2	i	i
N#C/C(=C\c1ccc(-c2ccccc2Cl)o1)C(=O)Nc1nc2ccccc2s1	i	10*	i	i	-2	i	0	i	1	i	i
O=C(CCCCC(=O)NCc1cccs1)NCc1cccs1	i	-15	i	i	5	i	-1	i	-3	i	i
Cc1ccc(S(=O)(=O)Nc2nc3ccccc3nc2NCC2CCCO2)cc1 (stereo not given)	i	-15	i	i	-4	i	-3	i	-3	i	i
COc1ccc(/C(C)=N/NC(=O)CNC(=O)c2ccncc2)cc1	i	-6	i	i	-6	i	1	i	0	i	i
O=C(NCc1ccc2c(c1)OCO2)C(=O)NC1CCCCC1	i	0	i	i	3	i	0	i	0	i	i
Cc1ccc(S(=O)(=O)Nn2cnnc2)cc1	i	-11	i	i	·	i	1	i	0	i	i
CNS(=O)(=O)c1ccc(NC(=O)c2cc(-c3ccncc3)nc3ccc(Cl)cc23)cc1	i	-7	i	i	-5	i	0	i	1	i	i
C=CCNc1nc(C(=O)OCC)nc2ccccc12	i	-4	i	i	3	i	5	i	0	i	i
O=C(CCCCn1c(=S)[nH]c2ccsc2c1=O)NCc1ccco1	i	-4	i	i	2	i	1	i	-1	i	i
Cc1cc(C(=O)Nc2ccccc2)c2ccccc2n1	i	-11	i	i	-1	i	-1	i	2	i	i
COc1cc(C2NCC(c3ccc(Cl)cc3Cl)c3c2[nH]c2ccccc32)cc(OC)c1OC (stereo not given)	i	-2	i	i	1	i	-1	i	-1	i	i
COc1cccc(-c2nc(SCC(=O)Nc3nc(-c4ccccc4)c(C)s3)[nH]c(=O)c2C#N)c1	i	-22	i	i	1	i	-2	i	2	i	i
S=C(Nc1ccccc1)N1N=CCC1c1ccccc1 (stereo not given)	i	-12	i	i	-5	i	-2	i	0	i	i
COc1cc(C(=O)NC(=S)NNC(=O)c2cnccn2)cc(OC)c1OC	i	-9	i	i	3	i	-4	i	2	i	i

Some of these compounds in order of heavy-atom count, descending:
SMILES	KCNK3 inh	hERG rescue	RGS4 inh	KCNK9 block	DYRK1A inh	KCNQ1 act	GSK3 alpha inh	KCNQ1 block	GSK3beta inhib	RGS4 pot	PolyA inhibitor
N#C/C(=C\c1ccc(-c2ccccc2Cl)o1)C(=O)Nc1nc2ccccc2s1	i	10*	i	i	-2	i	0	i	1	i	i
O=C(c1ccc2c(=O)n(-c3ccccc3)c(=S)[nH]c2c1)N1CCCCC1	i	-36	i	i	4	i	1	i	-4	i	i
O=C(NCc1ccco1)C1CC(c2ccccc2C(F)(F)F)=NO1 (stereo not given)	i	-9	i	i	3	i	1	i	0	i	i
COc1cccc(OCC(O)CNC(C)c2ccccc2)c1 (stereo not given)	i	-2	i	i	-2	i	2	i	-2	i	i

Next entries
SMILES	KCNK3 inh	hERG rescue	RGS4 inh	KCNK9 block	DYRK1A inh	KCNQ1 act	GSK3 alpha inh	KCNQ1 block	GSK3beta inhib	RGS4 pot	PolyA inhibitor
COc1cc(OC)cc(C(=O)NCCc2ccc(OC)c(OC)c2)c1	i	-3	i	i	·	i	-4	i	-1	i	i
COc1ccccc1N1C(=O)c2cccc3c(N(C)CCO)ccc(c23)C1=O	i	-20	i	i	1	i	0	7*	-1	i	i
COc1ccc(NS(=O)(=O)c2ccc(O)c(NC(=O)c3cc4c(C)nn(-c5ccc(F)cc5)c4s3)c2)cc1	i	0	i	i	2	i	-2	i	3	i	i
CCCOc1cccc(C(=O)N2CCN(C(=O)C3CCCO3)CC2)c1 (stereo not given)	i	-7	i	i	-5	i	2	i	2	i	i
CCC(C)NC(=O)c1ccccc1NC(=O)CN(c1ccc(OC)cc1)S(C)(=O)=O (stereo not given)	i	-10	i	i	0	i	-1	i	-3	i	i
CCCC(=O)NNc1c2ccccc2nc2ccccc12	i	-5	i	i	-2	i	1	i	-1	i	i
